Source: PubChem
TbREL1 primary: TbREL1 RNA ligase inhibitors, primary screen, biochemical, FRET fluorescence; RNA-editing ligase 1, mitochondrial (Trypanosoma brucei brucei), P86926; TbREL1 RNA ligation; inhibition, % at 9.66 µM; 89,000 tested, 0.49% active;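 active = inhibition above the mean inhibition across all screened compounds plus 3 SD, cut at about 11% in these data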;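 also: 0% = plate median of test wells and 100% = NSC42067 control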
Target sequence (P86926 whole entry, looked up): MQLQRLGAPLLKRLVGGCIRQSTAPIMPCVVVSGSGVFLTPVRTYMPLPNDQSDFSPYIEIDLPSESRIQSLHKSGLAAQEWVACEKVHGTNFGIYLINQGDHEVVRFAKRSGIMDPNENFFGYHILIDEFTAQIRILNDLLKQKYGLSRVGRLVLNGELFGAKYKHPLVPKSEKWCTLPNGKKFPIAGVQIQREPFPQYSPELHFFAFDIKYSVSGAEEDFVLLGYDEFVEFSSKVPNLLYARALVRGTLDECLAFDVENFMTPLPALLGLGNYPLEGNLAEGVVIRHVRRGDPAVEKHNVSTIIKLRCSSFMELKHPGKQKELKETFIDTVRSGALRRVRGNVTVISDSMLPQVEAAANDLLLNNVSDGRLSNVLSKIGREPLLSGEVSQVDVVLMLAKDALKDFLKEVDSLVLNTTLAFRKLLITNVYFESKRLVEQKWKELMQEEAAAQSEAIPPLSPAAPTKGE
* = called active by the depositor. Not all compounds are listed; rates above refer to the full screens.

Structure | TbREL1 primary
CCN(CC)P1(=O)OC(c2cc(OC)c(OC)c(OC)c2)=Nc2c1c(C)nn2-c1ccccc1 (configuration not stated) | 2.3
Cc1ccc(C(=O)CN(CCCC(N)=O)S(=O)(=O)c2ccc([N+](=O)[O-])cc2)cc1 | -3.2
COc1cc(NC(C)=O)c2ncccc2c1[N+](=O)[O-] | -0.1
O=C(COC(=O)c1ccccc1NC(=O)c1ccccc1)c1cccc([N+](=O)[O-])c1 | -0.4
CCOC(=O)C(C(=O)NCCCN1CCOCC1)C1CCCCC1 (configuration not stated) | 1.3
O=c1[nH][nH]c(C(F)(F)F)c1C=NCc1ccc(Cl)cc1 | -0.7
O=C(NCCOc1ccc(Cl)cc1)C1CCCCC1 | 5.4
Cc1nn(-c2ccccc2)c(Oc2ccc(F)cc2)c1/C=N/n1cnnc1 | -3.2
Cc1cc(C)n(-c2ccc(C(=O)Oc3ccc4c(c3)OCO4)cc2)n1 | -2.0
CN(C1CCCCC1)S(=O)(=O)c1cccc(C(=O)OCC(=O)NC2CCCc3ccccc32)c1 (configuration not stated) | -1.0
COc1cc2c(=O)n(CCCN3CCOCC3)c(=S)[nH]c2c(OC)c1OC | 4.3
COc1cc2c(cc1OC)C(C(=O)Nc1ccc3c(c1)OCCO3)C(c1cccnc1)N(C)C2=O (configuration not stated) | 1.6
O=C(O)CNC(=O)C1(N2C(=O)c3ccccc3C2=O)CCCC1 | -0.1
Cc1cc(C)cc(-n2c(C)cc(C=C(C#N)C#N)c2C)c1 | 1.7
C=C1C(=O)OC2C1CCC(C)C1C=CC(=O)C12C (configuration not stated) | 0.4
COc1ccc2sc(NC(C)=O)nc2c1 | 0.1
CCOc1ccccc1C(=O)Nc1ccsc1C(=O)OC | 2.7
O=C(CSc1cccc(C(F)(F)F)c1)NC(=O)NCc1ccco1 | -1.2
Cc1cc(F)ccc1S(=O)(=O)N1CCCOC1CNC(=O)C(=O)NCc1cccnc1 (configuration not stated) | 5.4
Cc1ccsc1C(=O)OCC(=O)NC1CC1 | -0.8
COc1ccc(C(C)=O)cc1CSc1ccc2c(c1)OCCO2 | 2.8
COc1cccc(C(NC(C)=O)c2nc(-c3ccccc3C)cs2)c1 (configuration not stated) | -2.0
Cc1ccc(S(=O)(=O)Nc2ccccc2-c2nc3ccccc3[nH]c2=O)cc1 | 1.7
O=S(=O)(NC1CCCCC1)c1cccc(-c2nnc(-c3ccccc3)o2)c1 | 5.7
Cc1nnc(Nc2ccc(Cl)cc2)n(N)c1=O | 4.1
CCOc1ccc(NC(=O)Nc2nnc(CC)s2)cc1 | -2.3
O=C(CCN1C(=O)/C(=C/c2cccs2)SC1=S)N1CCCCC1 | 0.7
O=C(COC(=O)/C=C/c1cccc(C(F)(F)F)c1)NC(c1ccccc1)c1ccccc1 | -1.6
CCCCn1c(N)c(N(C(=O)CSc2nncn2-c2ccccc2C)C2CCCC2)c(=O)[nH]c1=O | -2.4
O=C(c1ccc(CS(=O)(=O)c2ccc(Br)cc2)o1)N1CCN(c2ccccn2)CC1 | -2.5
CC1Cc2[nH]c(=S)[nH]c(=O)c2C(c2ccc(C(C)C)cc2)O1 (configuration not stated) | -5.0
CCOC(=O)N1CCN(C(=O)C2CCCN(S(=O)(=O)c3ccc(F)cc3)C2)CC1 (configuration not stated) | -2.5
COc1c(C)cc(C(=O)C2CCCN(C(=O)c3cc(C)n(C)n3)C2)cc1C (configuration not stated) | -2.3
CNc1nc(N)c([N+](=O)[O-])c(Nc2cccc(Br)c2)n1 | 0.1
O=C(Cn1c(=S)[nH]c2ncccc2c1=O)NCCc1ccccc1 | -2.8
COC(=O)c1ccccc1NC(=O)Nc1ccc(Cl)cn1 | 4.3
Cc1sc2nc(SCC(N)=O)n(-c3ccccc3)c(=O)c2c1C | 1.3
COc1ccc(-n2cnnc2SCC(=O)Nc2cccc(S(N)(=O)=O)c2)cc1 | 0.4
COCCCNC(=O)C1CCN(S(=O)(=O)c2ccc3[nH]c(=O)oc3c2)CC1 | 18.8*
Cc1ccc(S(=O)(=O)N2CCOCC2)cc1NC(=O)COC(=O)c1ccc(Cl)nc1 | 4.2
CN(CCO)Cc1csc2ccc(Br)cc12 | 1.3
Cc1ccc(NC(=O)CCC(=O)NNS(=O)(=O)c2ccccc2)cc1C | 2.3
CCOC(=O)c1[nH]c2c(c1-c1ccccc1)C(=O)CC(c1ccc(OCC)cc1)C2 (configuration not stated) | 1.3
CC1CCCC(NC(=O)C2N(CCCN3CCCC3)C(=O)C3C(C(=O)Nc4cccc(Cl)c4)C4C=CC32O4)C1C (configuration not stated) | 2.7
Cc1ccc(-c2ccc(CCC(=O)O)n2NC(N)=S)cc1 | 0.2
CN(Cc1ccccc1O)CC1CCCN(CCc2ccc(Cl)cc2)C1 (configuration not stated) | -1.6
CCCCCCCC(=O)NN=C1CCN(Cc2ccccc2)CC1 | -2.5
COc1ccc(C)cc1S(=O)(=O)N(CC(=O)N1CCCC1)c1ccccc1 | 0.0
O=C(NC1CSC/C1=N\O)c1ccccc1 (configuration not stated) | 0.0
C=CCn1c(C)cc(C(=O)COC(=O)C2CC(=O)N(CCc3ccc(OC)c(OC)c3)C2)c1C (configuration not stated) | -1.6
CC(=O)OC(C(=O)NC1CCCCC1)c1ccc(C)cc1 (configuration not stated) | -1.4
COc1ccc(NC(=O)COc2ccc3c(c2)OCO3)cc1 | -1.5
CC(=O)Nc1ccc(SC[C@H](C)CN2CC[C@H](C(C)(C)C)CCC2=O)cc1 | -0.5
C=CCOc1cccn2c(N(C=O)Cc3ccc(OC)cc3)c(CC)nc12 | -3.7
Cc1ccc(-n2c(CSc3nc(C)cc(C)n3)nnc2SCC(=O)NCc2ccco2)cc1 | -3.2
Cc1c(CCC(=O)N[C@@H](CC(C)C)C(=O)O)c(=O)oc2c(C)c3oc4c(c3cc12)CCCC4 | 0.6
COc1cc(C(=O)O)ccc1O | -0.7
O=C(Cc1ccc(Cl)cc1)N/N=C/c1c(Cl)cccc1Cl | 1.6
CC(=O)CSc1nc2c(c(=O)[nH]c(=O)n2C)n1Cc1ccccc1Cl | -3.9
Cn1cc(Br)c(C(=O)NNC(=O)c2ccccc2)n1 | -0.7

New compounds follow
Structure | TbREL1 primary
Cc1cccc(NC(=O)CSc2nnc3ccc(-c4ccccn4)nn23)c1 | 4.7
COc1ccc(NC2CCCN(C(=O)c3ccc(OC)cc3OC)C2)cc1 (configuration not stated) | -4.2
Cc1c(NC(=O)COC(=O)Cc2ccc(Br)cc2)c(=O)n(-c2ccccc2)n1C | 1.8
COc1cccc(-c2cc(C(F)(F)F)nc(-n3ccc([N+](=O)[O-])n3)n2)c1 | 2.5
Cc1ccc(S(=O)(=O)N2CCN(C(=O)c3ccccc3OCc3c(C)noc3C)CC2)cc1 | -2.3
CC(C)COC(=O)Nc1nnc(SCc2ccccc2F)s1 | 7.1
Cc1ccc(CNc2ncnc3ccc(-c4ccc(CO)o4)cc23)o1 | 1.8
COC(=O)C1=C(C)NC(=O)/C1=C\c1ccc2c(c1)OCO2 | 6.0
COc1ccc(NC(C)=O)cc1S(=O)(=O)N(C)Cc1c(C)nn(-c2ccccc2)c1C | 6.3
CC1CCCCC1NC(=O)C1CCCN1S(=O)(=O)c1cccc2nsnc12 (configuration not stated) | -1.8
Cn1c2ccccc2c(=O)c2ccc(C#CC3(O)CCCCC3)cc21 | -0.9
CC(=O)c1cc(-c2ccccc2)n(CC(=O)NCc2ccc(F)cc2)c1C | 0.4
Cc1c(C(=O)N2CCC2)oc2ccc(Br)cc12 | 0.3
O=C(CSc1nnc(CNC(=O)c2ccccc2)o1)NCC1CCCO1 (configuration not stated) | -0.1
CCOc1ccc(CCNC(=O)C2CCCN(S(=O)(=O)c3c(C)n[nH]c3C)C2)cc1OCC (configuration not stated) | -2.5
CC(C)(C)c1ccc(C(=O)N/N=C/c2cccc(Cl)c2)cc1 | 1.9
N/C(=N\c1nc2ccccc2o1)NC(=O)c1ccc(F)cc1 | 3.2
CCCCC[C@H]1CN(C2CCCCC2)C(=O)[C@@H]1CC(=O)NCc1ccccc1 | 0.3
CCCCCOc1ccccc1C(=O)NCCCC(=O)O | 1.1
O=c1nc2ccccc2c2n1CC(CN1CCN(c3cccc(Cl)c3)CC1)N2 (configuration not stated) | 1.0
Cc1cccc(N2CC(C(=O)Nc3nccs3)CC2=O)c1C (configuration not stated) | 2.4
CC(C)CC1C(=O)N(Cc2cn(CC3CCCCC3)nn2)CCS(=O)(=O)N1Cc1ccc(-c2ccc(Cl)cc2)cc1 (configuration not stated) | 0.8
O=C(N/N=C/c1ccoc1)c1ccccc1O | 0.3
CCOC(=O)c1sc(NC(=O)CSc2nnc(Cc3ccccc3)o2)c(C(=O)OCC)c1C | -2.0
C/C(=N/NC(=O)CN1CCN(Cc2ccccc2Cl)CC1)c1cccc(O)c1 | 2.4
CCCC(=O)N1CCCC1(C)C(=O)Nc1cccc(OC(C)C)c1 (configuration not stated) | -0.5
COc1ccccc1NC(=O)N1CCc2c([nH]c3ccccc23)C1C(F)(F)F (configuration not stated) | 0.3
O=C(NCc1ccco1)c1cc(S(=O)(=O)N2CCCC2)ccc1Cl | 4.8
Cc1cc(C)n2cc(CSC3=NCCS3)nc2n1 | -2.2
Cc1ccc(NC(=O)Cn2nnc(C(=O)NCCc3ccccc3)c2N)cc1Cl | 0.9
COc1ccc(C)cc1NC(=O)CO/N=C(\N)CC(=O)NC1CCCCC1 | -2.6
COc1cc(OC)cc(C(=O)OCC(=O)c2cc(C)n(CC3CCCO3)c2C)c1 (configuration not stated) | -7.6
Cc1ccc(OCC(=O)NNC(=S)NC(=O)C2CC2)c(C)c1 | -11.4
CN(C)S(=O)(=O)c1ccc(N2CCCC2)c(C(=O)OCC(=O)NC2CCCCC2)c1 | -1.2
Cc1ccc(C)c(Nc2c([N+](=O)[O-])cc(C(=O)N3CC(=O)Nc4ccccc43)cc2[N+](=O)[O-])c1 | -1.5
COc1ccc(-c2c[n+](CC(=O)c3ccccc3)c3n2CCCCC3)cc1 | 4.7
C[C@H](CO)N1C[C@H](C)[C@@H](CN(C)C(=O)Nc2ccc3c(c2)OCO3)Oc2c(NC(=O)Nc3ccc(C(F)(F)F)cc3)cccc2C1=O | -0.6
COc1ccc(-c2oc3ccccc3c2C(=O)Oc2ccccc2)cc1 | 1.9
CCC(C)[C@H](NC(=O)Nc1cccc(OC)c1)C(=O)OC (some centres not stated) | 6.2
COc1ccc(NC(=O)C2CCOC(C)(C)C2)cc1 (configuration not stated) | -0.4
CCOc1ccc(S(=O)(=O)Nc2ccccc2C(=O)N2CCCC2)cc1 | -2.8
COC(=O)CCCC1=CC2=C(c3ccccc3)C(=O)C(C)(OC(=O)C3CCCC3)C(=O)C2=CN1CCc1c[nH]c2ccccc12 (configuration not stated) | -3.1
COc1cc(SC)ccc1C(=O)Nc1ccc(Cl)cn1 | 2.1
CC(=O)N1CC(=O)N(CC(=O)Nc2ccc(Br)cc2)C1=S | 4.7
COc1ccccc1OCc1ccc(C(=O)Nc2ccncc2)o1 | 1.2
CCCC(=O)N1CCC1(C)C(=O)NS(=O)(=O)c1cccc(C)c1 (configuration not stated) | 0.4
COc1cc(/C=N/NC(=O)c2cccnc2)cc2c1OCO2 | 3.2
CCC(=O)c1ccc(OCC(=O)OCC(=O)N2c3ccccc3NC(=O)C2(C)C)cc1 | -2.3
O=C(COc1ccccc1)Nc1ccc(S(=O)(=O)NCc2ccco2)cc1 | 6.0
CCn1c(SCC(=O)Nc2cc(NC(C)=O)ccc2OC)nnc1-c1ccccn1 | -5.2
COc1ccc(CNC(=O)CN(C(=O)c2csnn2)c2cccc(F)c2)cc1 | -1.4
C=CCOc1c(CNc2ccc(S(N)(=O)=O)cc2)cccc1OC | 0.7
Cc1ccc(Cn2ncc3c(N4CCN(C)CC4)ncnc32)cc1 | 1.1
CC(C)c1nnc(NC(=O)CSc2nc3ccccc3[nH]2)s1 | 3.2
CCCCC[C@H](C)N1C[C@H](COCc2ccccc2)Oc2cc(N3CCC[C@@H]3COC)ccc2S1(=O)=O | 0.8
CSc1ccc(C(O)c2ncc(-c3ccc(F)cc3)[nH]2)cc1 (configuration not stated) | 0.1
COc1cccc2cc(-c3nnc(SCC(=O)Nc4ccc(NC(C)=O)cc4)n3C)oc12 | 0.8
CN(C(=O)c1ccccc1Br)C1CCS(=O)(=O)C1 (configuration not stated) | 8.8
CCC(=O)N1CCN(c2ccc(NC(=O)c3cc4ccccc4o3)cc2Cl)CC1 | 3.1
CSc1ccc(Cc2ccc(Cl)cc2Cl)nn1 | -0.2
CCOC(=O)CSc1nc2cc(C(=O)NCC3CCCO3)ccc2c(=O)n1Cc1ccco1 (configuration not stated) | -2.1
COc1cc(NC(=O)CN(C)S(=O)(=O)c2ccc3c(c2)CC(C)N3C(C)=O)cc(OC)c1 (configuration not stated) | -4.9
COc1cccc(NC(=O)CN(C)C(=O)c2ccc(N3CCCCC3)c([N+](=O)[O-])c2)c1 | 1.3
